Screening results: PubChem BioAssay, National Center for Advancing Translational Sciences (NCATS)
TDP43 rescue: TDP-43 toxicity inhibition in yeast. TDP-43 expressing yeast growth rescue, BacTiter-Glo, 24 h. AID 652104. 410,000 compounds, 1.8% hits. Potency, µM (titrated, usually from 46.1 µM), for inactives: top-dose growth rescue (activation), most hits filed as activators; note: potency is the fitted concentration of half-maximal effect; % of control where 0% means no effect; nearly all actives have a fitted effect of over 50% in size
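Readout is BacTiter-Glo luminescence of cell growth, so inhibitors register as activators. TDP-43-expressing yeast at OD600=0.02 in galactose medium, after raffinose pregrowth to mid-log, were incubated with compound for 24 hr at 30 deg C.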
GLP-1R agonist: GLP-1 receptor (human) agonism | HEK293 GLP-1R CRE-luciferase, luminescence, 4-6 h; cells express a hypersensitive GLP-1R form | P43220 | 380,000 compounds, 0.007% hits | AID 624172 | Potency, µM (series often up to 45.6 µM), for inactives: top-dose activation, usual class: activators; note: potency is the fitted concentration of half-maximal effect; % of control where 0% means no effect
Target sequence (P43220 whole entry, looked up): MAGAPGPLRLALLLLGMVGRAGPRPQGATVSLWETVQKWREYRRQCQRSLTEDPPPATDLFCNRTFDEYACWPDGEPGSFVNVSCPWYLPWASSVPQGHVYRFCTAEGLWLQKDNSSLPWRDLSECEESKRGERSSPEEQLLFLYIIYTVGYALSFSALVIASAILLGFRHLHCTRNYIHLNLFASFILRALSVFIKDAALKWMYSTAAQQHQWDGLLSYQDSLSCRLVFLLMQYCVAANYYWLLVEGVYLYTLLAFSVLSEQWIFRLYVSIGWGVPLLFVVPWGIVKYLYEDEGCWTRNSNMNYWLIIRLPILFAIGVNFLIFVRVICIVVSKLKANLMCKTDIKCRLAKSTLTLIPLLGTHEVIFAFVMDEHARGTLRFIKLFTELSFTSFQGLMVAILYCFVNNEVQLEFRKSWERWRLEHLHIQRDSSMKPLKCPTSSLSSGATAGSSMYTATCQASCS
DRD3 antagonist: D3 dopamine receptor (human) antagonism; P35462; D3R cells, DiscoveRx beta-arrestin luminescence, antagonist mode; active compounds read low; max response, negative = inhibition, %; 360,000 compounds, 2.5% hits; in the data active = max response below about -50%; inconclusive = no clear call, values can overlap the other calls; note: % is set by controls: 0 for no effect and ±100 for the full control effect; mostly tested at two doses, the higher about 12 µM
Target sequence (P35462 whole entry, looked up): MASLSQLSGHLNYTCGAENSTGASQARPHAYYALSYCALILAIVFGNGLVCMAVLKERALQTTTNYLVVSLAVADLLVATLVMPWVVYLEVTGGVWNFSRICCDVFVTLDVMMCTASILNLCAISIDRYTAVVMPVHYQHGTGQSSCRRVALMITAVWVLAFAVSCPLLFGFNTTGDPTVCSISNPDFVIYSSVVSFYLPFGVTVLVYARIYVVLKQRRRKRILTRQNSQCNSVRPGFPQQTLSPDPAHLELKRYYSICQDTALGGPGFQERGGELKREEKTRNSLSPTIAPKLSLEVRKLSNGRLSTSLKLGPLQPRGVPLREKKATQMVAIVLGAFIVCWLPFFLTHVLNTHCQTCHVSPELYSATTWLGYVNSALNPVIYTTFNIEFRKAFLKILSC
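Cells plated overnight at 1500 cells/well, then exposed to library compounds with dopamine controls for 90 minutes at 37 degrees C. DiscoveRx reagent added for 30–60 minutes at room temperature; luminescence read, quantitative HTS format.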
Akt phos inh: blocks phosphorylation of Akt | Neuro2A IGF-stimulated pAkt S473 HTRF, 20 min; active compounds read low | activity change, % for hits at 50 µM | 360,000 compounds, 0.32% hits; in the data active = activity change below about -80%; inconclusive = mostly about -51% to -80%; note: % is set by controls: 0 for no effect and ±100 for the full control effect
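Neuro2A cells (4,500/well, DMEM with 0.5% FBS) were treated with compound at a single 50 µM final concentration, stimulated with 6 nM IGF for 20 min at 37 °C, and lysed. Phospho-Akt Ser473 was read by HTRF as 665/615 ratio ×10^4.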
aSyn yeast inh: rescues yeast growth from alpha-synuclein toxicity | Potency, µM (top dose mostly 46.1 µM), inactives show top-dose growth rescue (activation), usual class: activators | 370,000 compounds, 0.14% hits | Yeast expressing alpha-synuclein, growth rescue, BacTiter-Glo, 24 h; note: potency is the fitted concentration of half-maximal effect; % of control where 0% means no effect; nearly all actives have a fitted effect of over 65% in size
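Galactose-induced alpha-syn yeast (OD600=0.02, raffinose-pregrown) + pinned cpd, 24 hr, 30 deg C; growth by BacTiter-Glo luminescence. Growth restoration scores as activation.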
GLP1R inv ag: inverse agonists of human GLP-1 receptor. P43220. AID 624417. Potency, µM (highest dose often 38.3 µM), for inactives: top-dose activity change, negative = inhibition, hits mostly inhibitors. HEK293 GLP-1R CRE-luciferase, luminescence, 24 h; GLP-1R form is constitutively active. 410,000 compounds, 1.6% hits; note: potency is the fitted concentration of half-maximal effect; % is set by controls: 0 for no effect and ±100 for the full control effect; nearly all actives have a fitted effect of over 55% in size
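Stable HEK293 clone (constitutively active GLP-1R + cAMP-response luciferase); 200 cells/uL plated, 12 h pre-culture, compound 24 hr, 37 deg C/5% CO2; detection reagent 12 min RT; luminescence.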
Abeta yeast res: restores growth of yeast expressing A-beta42 peptide. yeast expressing A-beta42, growth rescue, OD600, 48 h; response scale: 0% DMSO, 100% iron-clioquinol control. 410,000 compounds, 0.063% hits. Potency, µM (highest dose often 46.1 µM), for the others: at the top dose growth rescue, hits mostly activators; note: potency is the fitted concentration of half-maximal effect; nearly all actives have a fitted effect of over 55% in size
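Growth rescue measured by 600 nm absorbance after 48 h yeast culture at 30 C with compound. Values normalized between DMSO and an equimolar ferric chloride plus clioquinol control.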
FUS suppressor: rescues growth of FUS-expressing yeast; S. cerevisiae FUS-expressing, growth rescue, OD600, 24 h; 390,000 compounds, 0.24% hits; Potency, µM (series often up to 76.6 µM), for inactives: top-dose growth rescue (activation), actives largely listed as activators;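 note: potency is the fitted concentration of half-maximal effect; plate controls were DMSO vehicle for no effect and reference control for full effect; nearly all actives have a fitted effect of over 55% in size; some results filed as inactive show a strong effect at the top dose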
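Cultures pregrown in 2.5% raffinose medium are shifted to minimal medium containing 2% galactose to express toxic FUS. Compounds are tested at several concentrations. After 24hr at 30C, growth is quantified at 600 nm absorbance.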
PTHR1 agonist: PTHR1 (human) receptor agonism; Q03431; HEK293 GP2 PTHR1 cells, GloSensor cAMP luminescence, 1 h; Potency, µM (top dose mostly 115 µM), inactives show at the top dose activation, hits mostly activators; 410,000 compounds, 0.075% hits; note: potency is the fitted concentration of half-maximal effect; nearly all actives have a fitted effect of over 55% in size; some results filed as inactive show a strong effect at the top dose; inactives centre near -15; many of its hits are not listed in these tables
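HEK-293-derived GP2 cells expressing PTHR1 and a GloSensor cAMP reporter, 3,000/well, plated overnight, given luciferin plus IBMX (each 0.5 mM as added) for 1 h at 37 °C, then compound for 1 h at 37 °C. Luminescence was read after 15 min at room temperature.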
Numbers without * were called inactive; i = inactive; ? = inconclusive; . = not tested or not shown; & = joins results of further samples; [ ] = dose if it differs, or a comment. Unless noted, calls come from the whole dose curve; as a rule, active = well fitted curve in the direction sought with a large enough effect; inconclusive = small, poorly fitted or top-dose-only effect, or another doubt; inactive = no such curve, though single readings can be large; an effect the other way counts as inactive or inconclusive. These rows are one share of the data; count on the stated rates, not on these rows.

SMILES | TDP43 rescue | GLP-1R agonist | DRD3 antagonist | Akt phos inh | aSyn yeast inh | GLP1R inv ag | Abeta yeast res | FUS suppressor | PTHR1 agonist
COc1ccc2oc(=O)cc(CN3CCN(c4ccccc4OC)CC3)c2c1 | 3.1% | . | . | . | . | 4.4% | 3.6% | -12.5% | -22.2%
CCNc1[nH]c(=O)n(C)c(=O)c1N=O | 3.8% | -9.1% | 8.3 | i | 4.2% | -15.7% | -2.4% | -7.7% | i
CC1CC(C)CN(S(=O)(=O)N2CCCC(C(=O)NCc3ccccc3Cl)C2)C1 (configuration not stated) | 12.3% | -4.6% | 1.4 | i | 1.3% | ? | 21.1% | 5.5% | -28.3%
Cn1c(=O)c2[nH]c(CCCCCCCCc3nc4ccccc4[nH]3)nc2n(C)c1=O | ? | -3.1% | 18.1 | i | 19.3% | 14.0% | -20.9% | 11.1% | -41.5%[inhibitor]
Cc1cn2c(nc(=O)c3cccnc32)s1 | 13.1% | -8.7% | 28.6 | i | -0.3% | 10.8% | 2.2% | . | i
COc1ccc(S(=O)(=O)N/N=C\c2ccc3c(c2)OCO3)c(OC)c1 | -16.8% | 6.1% | 12.8 | i | 3.2% | 7.3% | -1.6% | . | -84.9%[inhibitor]
COc1ccccc1CNC(=O)CCc1ccccc1 | 20.6% | 9.7% | -11.4 | i | -2.1% | -5.3% | -0.2% | -11.3% | i
COc1ccc(CNC(=S)NCc2ccc(F)cc2)cc1OC | 0.3% | 14.1% | -2.0 | i | -2.5% | -18.8% | -15.9% | -17.9% | -30.4%[inhibitor]
Cc1ccc(OCC(COCc2ccccc2)NC(C)C)cc1 (configuration not stated) | 7.7% | 0.3% | -5.4 | i | 5.7% | ? | -21.2% | -2.8% | i
CCN1CCN(CCCNC(=O)c2ccccc2NC(=O)C2=C(C)OCCS2)CC1 | 8.6% | -3.0% | 9.8 | i | 8.0% | -27.4% | -0.4% | -0.5% | -24.9%
OC1CCN(c2c3c(nc4cc(-c5ccc(Cl)cc5)nn24)CCC3)CC1 | 12.3% | 16.9% | -29.3 | i | 2.9% | 12.5% | 12.3% | 6.4% | -12.4%
COc1ccccc1C(CNC(=O)C1CCN(C(=O)Nc2ccccc2)CC1)N1CCCC1 (configuration not stated) | 23.4% | -14.7% | -21.5 | i | -3.4% | -3.8% | 12.7% | 13.0% | i
CC1CCN(C(=O)c2ccccc2NC(=O)c2nsc3ccccc23)CC1 | -7.9% | . | . | . | . | 4.2% | 8.6% | -6.4% | -24.0%
C/C(=N\NC(=O)c1cccc(F)c1)c1cccc(NC(=O)c2ccc(F)cc2)c1 | -16.2% | 1.0% | -6.5 | i | 0.8% | -3.2% | -6.9% | -7.0% | i
CCn1c(-c2cc(Br)cc(OC)c2O)nc2cc(S(=O)(=O)N(C)C)ccc21 | -4.9% | -5.3% | -5.2 | i | 1.3% | 0.0% | 20.0% | 15.3% | -26.9%
CCCCn1c(SCC(=O)OCC)nc2c1c(=O)[nH]c(=O)n2C | -3.3% | -4.4% | 2.8 | i | -3.2% | 10.5% | 5.1% | -19.1% | -22.0%
Cc1ccc([N+](=O)[O-])cc1S(=O)(=O)NCCc1cn2ccccc2n1 | -7.1% | 3.4% | -23.9 | i | -9.5% | 13.2% | -1.6% | 4.5% | 45.3%
OC[C@H]1OC(O)[C@H](O)[C@@H](O)[C@H]1O (some centres not stated) | 0.0% | -5.3% | 23.5 | i | 2.2% | -5.9% | 0.3% | -49.5% | -16.2%
CCOC(=O)COc1ccc(S(=O)(=O)NCC2CCCO2)cc1 (configuration not stated) | -18.0% | -7.3% | -9.7 | i | -1.0% | 9.9% | -5.5% | 5.4% | i
COc1cc(/C=C(\C#N)C(=O)NCC2CCCO2)ccc1OC(C)C (configuration not stated) | -22.2% | 17.0% | 9.7 | i | -5.3% | 0.0% | 9.8% | . | -23.4%
O=C(CCCN1C(=O)c2ccccc2C1=O)Nc1cccc(S(=O)(=O)NC2=NCCC2)c1 | -2.4% | 3.5% | -1.3 | i | -3.3% | 12.7% | -4.5% | -5.9% | i
CCOc1ccc(N2C(=O)CN=C2Nc2ccccc2F)cc1 | -8.5% | -14.9% | 0.0 | i | 1.0% | -2.5% | 16.9% | -2.4% | -11.5%[57.5 µM]
CCC1(C(=O)O)NC(c2cc(OC)ccc2O)C2C(=O)N(Cc3ccccc3)C(=O)C21 (configuration not stated) | 5.3% | -6.4% | -14.1 | i | -9.9% | -22.8% | 4.5% | -22.3% | i
CCCn1c(=O)c2[nH]c(-c3ccc(S(=O)(=O)O)cc3)nc2n(CCC)c1=O | ? | -3.0% | -13.2 | . | 1.0%&12.9% | 10.9% | -27.6% | -20.1% | ?
Cc1cc(=O)[nH]c(SCC(=O)NC2CCCCCCC2)n1 | 16.5% | -13.4% | 6.2 | i | -9.0% | -3.7% | 2.4% | . | i
CC(C)CN(C(=O)CSc1nncs1)c1c(N)n(CC(C)C)c(=O)[nH]c1=O | 8.4% | -0.2% | 17.0 | i | -6.5% | 4.6% | 11.3% | 6.6% | i
NC(=O)C1(N2CCCCC2)CCN(C(=O)Nc2ccc(F)cc2F)CC1 | 7.1% | . | . | . | . | 8.9% | -14.3% | -18.5% | ?
COc1ccc(N(C)S(=O)(=O)c2ccc3c(c2)CCN3C(=O)C2CC2)c(OC)c1 | 3.3% | 5.4% | 50.4 | i | 1.7% | 29.1% | . | -1.6% | -26.1%
COc1ccc(-n2c(SCC(=O)NCc3ccc(C)cc3)nc3n[nH]c(C)c3c2=N)cc1 | 23.4% | . | . | . | . | -0.4% | -10.7% | 34.1% | i
O=C1C2C3C=CC(CC3)C2C(=O)N1c1ccccc1[N+](=O)[O-] (configuration not stated) | 0.0% | -0.2% | 10.8 | i | ? | 15.0% | -4.8% | 14.4% | i

Gathered by group: the compounds so far with a nitro group on carbon (two)
SMILES | TDP43 rescue | GLP-1R agonist | DRD3 antagonist | Akt phos inh | aSyn yeast inh | GLP1R inv ag | Abeta yeast res | FUS suppressor | PTHR1 agonist
Cc1ccc([N+](=O)[O-])cc1S(=O)(=O)NCCc1cn2ccccc2n1 | -7.1% | 3.4% | -23.9 | i | -9.5% | 13.2% | -1.6% | 4.5% | 45.3%
O=C1C2C3C=CC(CC3)C2C(=O)N1c1ccccc1[N+](=O)[O-] (configuration not stated) | 0.0% | -0.2% | 10.8 | i | ? | 15.0% | -4.8% | 14.4% | i

Other structures:
SMILES | TDP43 rescue | GLP-1R agonist | DRD3 antagonist | Akt phos inh | aSyn yeast inh | GLP1R inv ag | Abeta yeast res | FUS suppressor | PTHR1 agonist
Cc1nc(CC(=O)O)c(-c2ccccc2)s1 | 9.3% | -10.2% | 11.3 | i | -4.9% | -12.1% | 13.6% | -5.9% | -3.6%[57.5 µM]
CNc1cncc(-c2ccc(OCCCN(C)C)nc2)n1 | 8.9% | 12.9% | -0.4 | i | -13.2% | 5.7% | -17.4% | -16.2% | i
Cc1c(NC(=O)COC(=O)CSc2ccc(C(N)=O)cc2[N+](=O)[O-])c(=O)n(-c2ccccc2)n1C | -0.9% | -6.2% | 4.9 | i | 10.5% | -6.5% | -1.1% | -0.2% | -12.4%
Cn1c(=O)c([N+](=O)[O-])c(NCCc2ccccc2)c2ccccc21 | -16.3% | 5.9% | -12.4 | i | -9.7% | -9.2% | 14.7% | 11.6% | -56.4%
CCc1ccc(NC(=O)c2noc3c2CCCCC3)cc1 | -3.6% | -14.5% | 16.6 | i | 0.4% | ? | 6.4% | 12.7% | -10.4%
COC(=O)c1ccc(OCC2c3cc(OC)c(OC)cc3CCN2C(=O)c2cccc(C)c2)cc1 (configuration not stated) | 25.1µM* | 17.5% | . | . | 22.0% | ? | -28.6% | ? | -58.3%[inhibitor]
CN(CC#CC1(O)c2ccccc2-c2ccccc21)Cc1ccccc1 | 11.8% | 10.3% | 0.6 | i | 2.4% | -9.3% | 10.6% | . | -9.4%
O=C1C2C3C=CC(O3)C2C(=O)N1N=Cc1ccc2c(c1)OCO2 (configuration not stated) | -15.4% | 8.8% | 7.5 | i | 8.3% | 12.1% | -0.7% | -34.8% | -17.8%
Cc1ccc(-c2nn3c(=O)c(C)nnc3s2)cc1 | -0.7% | 2.3% | 13.6 | i | -18.9% | -3.7% | 3.4% | -10.4% | -42.8%[inhibitor][57.5 µM]
O=C(NNc1nc(-c2ccc(F)cc2)cs1)c1ccccc1 | 14.5% | 3.0% | -3.3 | i | -0.3% | ? | -2.3% | 3.8% | -11.0%
CC(C(=O)N1CCc2ccccc21)n1cnc2c1c(=O)n(C)c(=O)n2C (configuration not stated) | 19.6% | 25.4% | 11.6 | i | 10.0% | 0.3% | -29.1% | 4.2% | i
CN(C)c1ccc(/C=C(\C#N)c2nc(-c3ccc(Cl)c(Cl)c3)cs2)cc1 | 13.6% | . | . | . | . | 4.3% | -14.2% | -11.3% | i
Cn1cccc1Cc1nnc(SCC(=O)Nc2ccc(F)cc2)n1CCc1ccccc1 | 6.9% | -0.2% | 14.5 | i | -5.8% | ? | 9.7% | 32.5% | -8.3%
COC(=O)NC1CCC(NC(=O)OC)CC1 (configuration not stated) | 2.9% | 6.0% | 3.8 | i | 2.2% | 12.8% | 11.8% | . | -7.4%
CC1CCCN(C(=O)CSc2n[nH]c(-c3cccs3)n2)C1 (configuration not stated) | -16.1% | 7.7% | 7.5 | i | -0.9% | 25.8% | 1.4% | -12.7% | -0.1%
CC(C)CCN1C(=O)c2ccc(C(=O)N3CCCCC3)cc2C1=O | ? | 7.7% | 11.8 | i | -1.1% | -9.9% | -5.9% | 23.0% | -19.9%
NNC(=O)Cc1cccc2ccc(Cl)cc12 | 7.9% | 5.2% | ? | i | -5.0% | -29.6% | 12.0% | -8.7% | i
